LANA DNA inh: inhibitors of KSHV C-LANA binding to DNA, primary screen, biochemical, fluorescence polarization, FAM-LBS DNA, MBP-C-LANA, single point; inhibition, % at 9 µM; 0.078% of 340,000 active;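 active = highest replicate inhibition at or above 60% at 9 µM, even if other replicates fall short; inactive = all replicates below 60% inhibition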;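 also: 0% = neutral control wells and 100% = 4 µM acridine orange control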
Keap1-Nrf2 PPI: Keap1-Nrf2 protein-protein interaction inhibitors, primary screen, biochemical, fluorescence polarization, single point; Kelch-like ECH-associated protein 1 (Homo sapiens), Q14145; Keap1 Kelch-Nrf2 peptide fluorescence polarization, 1536-well; inhibition, % at 9.4 µM; 0.15% of 340,000 active; AID 504523, 2011; in the data active = inhibition above about 12%;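 also: human Keap1 Kelch domain with fluorescein labeled Nrf2 9mer peptide probe; 0% = neutral control wells and 100% = peptide positive control; higher means more block of Keap1 binding to Nrf2 peptide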
RTF Ca sens inh: cardiac RTF calcium sensitivity inhibitors, primary screen, biochemical, IANBD-TnC fluorescence, EC70 calcium. Troponin I, cardiac muscle (Homo sapiens) + Troponin T, cardiac muscle (Homo sapiens) + …. IANBD-labeled cardiac RTF, Ca2+ fluorescence. inhibition, % at 7.15 µM. 0.12% of 340,000 active;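 active = inhibition above the mean inhibition of all tested compounds plus 3 SD, cut at about 17% in these data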;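 also: assay run at fixed EC70 calcium of 1.6 mM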
V-ATPase pH: regulators of yeast V-ATPase proton pumping, primary screen, pHLuorin cytosolic pH fluorescence; S. cerevisiae; response, % at 10 µM; 0.37% of 350,000 active; AID 504577, 2011; in the data active = response mostly above about 7.3%, no sharp cut-off; inactive = mostly below about 5.4%; also: actives read high; inactives centre near 0; some compounds called inactive have numbers as strong as hits
DAGLB inh: DAGLB lipase inhibitors, primary screen, biochemical, fluorescence, HTS. inhibition, % at 5.17 µM. AID 504411, 2011. 0.059% of 340,000 active. HEK293T DAGLB membrane lysate, EnzChek fluorogenic substrate; in the data active = inhibition above about 34%;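 also: 0% = enzyme with vehicle and 100% = wells lacking enzyme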
Target sequence (Q8NCG7 whole entry, looked up): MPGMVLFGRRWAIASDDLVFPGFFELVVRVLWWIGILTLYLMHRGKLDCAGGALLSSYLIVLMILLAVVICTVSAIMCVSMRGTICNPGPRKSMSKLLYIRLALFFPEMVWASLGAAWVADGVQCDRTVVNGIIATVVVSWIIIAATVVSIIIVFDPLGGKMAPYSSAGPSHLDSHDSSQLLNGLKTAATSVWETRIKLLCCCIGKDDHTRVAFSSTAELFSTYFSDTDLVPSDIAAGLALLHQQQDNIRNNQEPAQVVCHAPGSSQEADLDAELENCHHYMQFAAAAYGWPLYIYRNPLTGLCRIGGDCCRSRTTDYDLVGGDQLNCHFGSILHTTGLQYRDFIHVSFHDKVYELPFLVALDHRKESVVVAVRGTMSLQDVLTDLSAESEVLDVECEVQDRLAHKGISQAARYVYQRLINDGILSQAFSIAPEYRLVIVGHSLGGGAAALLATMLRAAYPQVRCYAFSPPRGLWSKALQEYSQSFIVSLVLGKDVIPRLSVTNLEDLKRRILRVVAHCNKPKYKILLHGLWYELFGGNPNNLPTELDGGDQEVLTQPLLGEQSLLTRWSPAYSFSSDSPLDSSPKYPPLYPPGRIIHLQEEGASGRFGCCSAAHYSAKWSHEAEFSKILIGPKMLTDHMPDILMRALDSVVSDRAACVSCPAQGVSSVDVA
NSD2 inh: NSD2 histone methyltransferase inhibitors, primary screen, biochemical, AlphaScreen, single concentration, set 2. NSD2 peptide methylation, 120 min. inhibition, % at 12.5 µM. Histone-lysine N-methyltransferase NSD2 (Homo sapiens), O96028. AID 743445, 2014. 0.54% of 310,000 active; in the data active = inhibition above about 50%
CAL PDZ FP-1: untagged CAL PDZ binding inhibitors, primary screen, biochemical, fluorescence polarization, HTS. Golgi-associated PDZ and coiled-coil motif-containing protein (Homo sapiens), Q9HD26. purified CAL PDZ, TMR-peptide fluorescence polarization, 1 h. inhibition, % at 24.9 µM. 0.92% of 300,000 active. AID 602252, 2012;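 active = mean inhibition of at least 30% with at least half of replicates also reaching 30%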;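 also: 0% = DMSO neutral control and 100% = excess unlabeled competitor peptide PRC23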
DSG3 Ab inh: inhibitors of pemphigus antibody binding to DSG3, primary screen, biochemical, bead-based, flow cytometry, scFv-GFP. DSG3-coupled beads, scFv-anti-DSG3-GFP binding; stronger effect = lower value. Desmoglein-3 (Homo sapiens), P32926. binding (percent of control), % at 10 µM. AID 588358, 2011. 0.48% of 310,000 active;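 active = binding more than 3 SD below its plate's average and above zero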;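 also: hits lower antibody fragment binding to DSG3; some compounds called inactive have numbers as strong as hits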
CAL PDZ FP-2: CAL PDZ peptide-binding inhibitors, primary screen, biochemical, fluorescence polarization, Cer-tagged CAL PDZ, HTS; purified CAL PDZ, TMR-peptide fluorescence polarization, 1 h; inhibition, % at 20 µM; Golgi-associated PDZ and coiled-coil motif-containing protein (Homo sapiens), Q9HD26; AID 504414, 2011; 0.02% of 330,000 active;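 active = highest replicate inhibition of at least 40%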;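 also: plate controls were DMSO neutral control wells for no effect and unlabeled competitor peptide control wells for full effect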
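Material – purified CerCALP PDZ construct · Detection – FP readout, S and P plane fluorescence · Measure – percent inhibition from loss of millipolarization · Controls – unlabelled peptide for full inhibition, DMSO wells as neutral · Probe or stimulus – TMR-labelled reporter peptide T*-PRC34 bound in PDZ groove · Times – 1 h at RT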
Arrestin-AP2 inh: inhibitors of beta-arrestin/AP2 binding, primary screen, biochemical, GPCR trafficking, flow cytometry. beta-arrestin 1 C-terminal peptide binding to AP2 beta2-adaptin appendage (human). FITC-arrestin peptide / GST-AP2 beads; AP2 beta2 appendage carries R879A mutation. inhibition, % at 10 µM. 0.31% of 340,000 active. AID 504490, 2011;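 active = inhibition above a set limit, near 3 SD of compounds lacking own fluorescence, cut at about 54% in these data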;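 also: plate controls were DMSO wells for no effect and 5 µM unlabelled arrestin peptide for full effect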
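Material – GST-tagged AP2 beta2-adaptin appendage (R879A) on 4 µm glutathione beads · Probe or stimulus – fluorescein-tagged arrestin peptide at 50 nM final · Timing – 12 min plus 1 h, RT · Detection – bead flow cytometry, FITC channel · Read-out basis – inhibition as reduced fluorescein signal on beads, percent · Medium – PBS plus Tween 20 (0.05%) and BSA (0.1%)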
* marks the source's active call; other numbers are inactive results; . = no result given.

SMILES	LANA DNA inh	Keap1-Nrf2 PPI	RTF Ca sens inh	V-ATPase pH	DAGLB inh	NSD2 inh	CAL PDZ FP-1	DSG3 Ab inh	CAL PDZ FP-2	Arrestin-AP2 inh
COCCCNC(=O)C[C@H]1C[C@H](C(=O)N2CCCCC2)[C@@]2(CCc3ccccc3)c3[nH]c4cc(CCC(=O)N(C)C)ccc4c3CCN2C1=O	-1.6	0	-2	1	-1	.	0	104	1.0	16
Nc1ccc(C(=O)C(=O)c2ccccc2)cc1	-1.2	-7	-2	2	1	4	.	120	-0.3	-1
CCN1/C(=C/C=C/C=C/C=C/c2sc3ccccc3[n+]2CC)Sc2ccccc21	1.5	0	-4	-4	12	4	13	89	0.2	55*
O=C(OCC(=O)c1c[nH]c2ccccc12)c1cncc(Br)c1	0.7	1	-11	2	-2	3	-2	.	-3.0	19
CCN(c1cccc(C)c1)C1C(=O)c2ccccc2N1C(C)=O (configuration not stated)	0.2	-2	-3	1	-2	0	.	101	-0.1	-23
Cc1ccc(/C=N/N=C2/NC(=O)CS2)o1	2.1	5	-12	-1	0	-2	-6	99	18	-14
COC(CN(C)C(C(=O)NC1CCCCC1)c1ccccc1)OC (configuration not stated)	-0.3	-2	10	-2	0	-4	.	107	0.2	-7
COc1ccccc1N1CCN(C(=O)CCN2C(=O)c3cccc4cccc(c34)C2=O)CC1	0.0	-4	2	1	1	-1	5	108	-2.2	3
Cc1cc(N/N=C2\CC(C)CC(C)(C)C2)nc2ccccc12 (configuration not stated)	-1.6	4	-3	0	-5	5	-4	102	-0.8	38
O=C(NN1C(=O)C2C3C=CC([C@@H]2C1=O)C31CC1)c1ccccc1 (some centres not stated)	-0.4	-6	-4	1	0	9	-1	118	-2.3	16
CCCCOc1cccc(C(=O)NC(=S)Nc2cccnc2)c1	-0.4	-2	-3	4	-4	-1	-4	102	-0.9	1
Cc1c(NS(=O)(=O)c2ccc(S(=O)(=O)c3ccccc3)s2)c(=O)n(-c2ccccc2)n1C	-0.3	-6	-4	-1	2	-1	50*	102	-0.1	-11
O=C(NC1CCCN(Cc2ccc(Cl)cc2)C1)C1CCC1 (configuration not stated)	1.0	-4	2	-2	0	0	-18	117	-0.3	-2
COC(=O)c1cc(NCc2ccc3c(c2)OCO3)ccc1N1CCOCC1	-2.4	1	2	-2	3	-4	.	96	-2.3	3
Nn1c(SCC(=O)NCCc2ccc(F)cc2)nnc1C1CCCCC1	-0.3	-1	0	1	0	-1	-3	97	-0.5	-5
CCOC=C1SC(=S)N(c2ccccc2OC)C1=O	.	.	.	0	-6	8	.	109	.	.
OCC[C@H]1C[C@H](O)[C@@H](O)[C@]2(OCCc3ccccc32)O1	1.7	3	3	-1	-1	.	-5	88	0.5	-2
COc1ccc(CCNC(=O)C(=O)NCC2CCCO2)cc1OC (configuration not stated)	-0.3	-5	-2	0	2	-1	1	101	-2.8	-4
CN1/C(=C/C(=S)NC(=O)C2CCC2)C(C)(C)c2ccccc21	2.1	-10	-2	1	7	40	-7	.	-0.5	-10
Cc1cc(OCCN2CCOCC2)ccc1[N+](=O)[O-]	0.1	0	2	-1	-6	-3	-3	112	1.0	-3
CCN(CC)c1ccc(/C=N/O)cc1	-1.2	-4	7	-1	-1	4	-2	100	-3.2	38
COC(=O)Nc1ccc(S(=O)(=O)NC2CCS(=O)(=O)C2)cc1 (configuration not stated)	0.7	4	-9	-2	2	.	0	104	-0.4	-6
CCCCc1ccc(NC(=O)OC)cc1	-0.3	-8	8	6	-5	3	-4	103	-1.9	2
COc1ccc(Cc2noc(-c3ccccc3)n2)cc1OC	2.0	0	6	-3	-2	-1	-3	108	-2.7	4
O=C(COC(=O)Cc1ccsc1)NCC1CCCCC1	0.6	-2	-7	1	-4	3	-3	103	-1.1	-9
Going on with the list.
SMILES	LANA DNA inh	Keap1-Nrf2 PPI	RTF Ca sens inh	V-ATPase pH	DAGLB inh	NSD2 inh	CAL PDZ FP-1	DSG3 Ab inh	CAL PDZ FP-2	Arrestin-AP2 inh
Cc1ccc(CN2C(=O)c3ccccc3NC23CCN(Cc2ccccc2)CC3)cc1	1.8	2	-7	0	-2	-2	0	102	-2.8	5
CCN(CC(=O)Nc1ccc2c(c1)OCCO2)C(=O)/C=C/c1ccc(F)cc1	0.5	-3	-2	1	-4	0	-2	107	-0.5	9
O=C(COc1ccc(Br)cc1)NCCCNC(=O)c1ccncc1	-0.4	2	-5	-4	2	-1	-3	113	-2.9	6
Cc1ccc(CNC(=O)CS(=O)(=O)c2cn(CC(=O)N3CCOCC3)c3ccccc23)cc1	-1.7	-2	-5	-4	-1	1	3	112	-1.9	60*
Cc1c(C)n(CC(O)CN2CCCCCC2)c2ccccc12 (configuration not stated)	-3.1	0	-2	1	-1	12	-4	113	1.1	-1
CCOP(=O)(OCC)C(NC(=O)Nc1ccc(Cl)cc1)C(=O)N(CC)CC (configuration not stated)	-1.1	-3	-3	-1	1	-3	0	101	-2.4	-3
COc1cccc(CNC(=O)Cn2c(=O)oc3ccccc32)c1OC	0.4	-1	-3	1	-1	.	.	96	0.3	0
O=C(O)c1sc2ncccc2c1OCc1ccccc1	0.1	3	-18	4	-1	-2	-5	90	-0.7	28
COc1ccc(-c2csc(Cc3nc(O)cs3)n2)cc1	-1.0	-2	6	-2	5	1	-7	8.2*	0.6	6
CCn1c(C)c(C(C)=O)c(N2CCN(c3ccccn3)CC2)nc1=S	0.1	-5	-11	-4	-1	0	.	99	-0.3	24
Cc1ccc(Cl)cc1NC(=S)Nn1cnnc1	1.0	-1	0	-1	-2	0	.	94	0.8	27
O=C(NNC(=S)Nc1cccc(Cl)c1)c1ccccc1OC(F)F	-0.6	-3	8	-1	3	0	-2	.	-0.4	13
COc1ccc(CCNC(=O)c2cc(C(C)C)on2)cc1OC	-0.2	-7	-3	2	-2	.	-8	111	-0.5	3
Cc1ccc2[nH]c3c(=O)n(Cc4ccncc4)cnc3c2c1	-0.8	-2	-11	0	-2	1	-2	103	-0.9	-3
CC(=O)Nc1ccc(S(=O)(=O)N2CCCN(S(=O)(=O)c3ccc(NC(C)=O)cc3)CC2)cc1	-0.2	0	6	-3	1	-1	-3	100	-1.4	22
O=c1ccccn1CCOc1ccc(Cl)cc1	0.2	-1	3	-1	0	-1	-11	107	-0.5	26
CC1CN(c2nc3c(c(=O)[nH]c(=O)n3C)n2Cc2ccccc2F)CC(C)O1 (configuration not stated)	-0.7	-5	-5	1	0	6	-4	109	-1.9	-11
Cc1ccc(C(C)C)c(OCC(=O)Nc2ccc3c(c2)nc(CN2CCCC2)n3C)c1	0.0	-2	-7	1	1	-2	-4	.	-6.9	15
Cc1cc(C)c2c(-n3cccc3)nn(C)c2n1	0.3	-6	-4	-3	0	0	-1	105	0.2	8
O=C(CCC(=O)N1CCOCC1)NCCc1ccccc1	0.7	-2	1	0	-1	0	-2	105	0.6	3
CCOc1ccc(NC(=O)CN(C)C(=O)c2cccnc2Sc2ccccc2Cl)cc1OCC	-0.3	0	-1	0	-5	1	-3	97	-2.3	-4
CCCc1nc(C)c(-c2ccc(OC)c(OC)c2)c(=O)[nH]1	0.0	-2	2	2	3	-2	.	93	0.7	14
Cc1ccc(CCNC(=O)CN2C(=O)COc3ccc(S(=O)(=O)N4CCCCC4)cc32)cc1	-0.5	-3	4	-2	0	-8	2	102	-0.4	-12
CC1Cc2ccccc2N1C(=O)CSc1nc2ccccc2s1 (configuration not stated)	-0.8	-1	4	2	-10	-1	-6	84	-2.6	7
O=C(c1cc(-c2ccc(Cl)cc2)n[nH]1)N1CCN(C(=O)c2ccco2)CC1	-1.1	-4	-8	2	0	0	0	.	-1.0	-9
The list continues:
SMILES	LANA DNA inh	Keap1-Nrf2 PPI	RTF Ca sens inh	V-ATPase pH	DAGLB inh	NSD2 inh	CAL PDZ FP-1	DSG3 Ab inh	CAL PDZ FP-2	Arrestin-AP2 inh
CCCCNC(=O)OCCNC(=O)NC	-0.6	-5	-6	3	0	16	.	109	1.0	-13
CCCC(=O)OCC(=O)Nc1ccc(OC(F)F)cc1	-2.0	-1	1	0	-1	-3	-2	.	0.3	8
Cc1ccc2c(c1)P(=O)(O)c1cc(C)ccc1O2	-5.2	2	-5	2	-1	0	-4	96	0.1	-23
Nc1cc(N)nc(SCC(=O)NNC(=O)c2ccc(Cl)cc2)n1	-1.5	0	-2	3	2	-1	-7	95	-1.1	36
Nc1cc(N2CCCCC2)c([N+](=O)[O-])cc1Cl	-0.8	5	-13	5	4	8	-6	88	-0.1	-3
Cc1cccc(C)c1NC(=O)CSC(=O)c1sc2ccccc2c1Cl	-0.6	3	-1	-3	-3	-1	-5	.	0.1	7
CSc1ccccc1NC(=O)c1cc(Cl)sc1Cl	0.6	-3	-8	1	-14	-4	35*	99	.	-20
CC1(C)Cc2ccccc2C(=NCCCC(=O)O)N1	0.5	2	-5	2	-4	-2	-8	100	0.0	3
COc1ccc(N2CCN(C(=O)C(=O)c3c[nH]c4ccccc34)CC2)cc1	-0.8	4	-6	5	-3	5	4	103	-2.3	12
O=C(Nc1ccccc1N(C(=O)c1ccco1)S(=O)(=O)c1cccs1)c1ccco1	-1.6	-6	-5	0	5	3	6	.	-0.8	-9
CCOC(=O)c1ccc2c(c1)nc(SCC(=O)c1ccco1)n2CC	1.1	3	-2	-2	0	7	8	94	-3.9	-1
COc1ccc(/C=N/NC(=O)c2cccc([N+](=O)[O-])c2)cc1OC(=O)c1ccccc1	-0.1	0	-8	-2	-1	-1	-4	81	-1.4	14

An excerpt from above in order of SMILES length, high to low.
SMILES	LANA DNA inh	Keap1-Nrf2 PPI	RTF Ca sens inh	V-ATPase pH	DAGLB inh	NSD2 inh	CAL PDZ FP-1	DSG3 Ab inh	CAL PDZ FP-2	Arrestin-AP2 inh
O=C(Nc1ccccc1N(C(=O)c1ccco1)S(=O)(=O)c1cccs1)c1ccco1	-1.6	-6	-5	0	5	3	6	.	-0.8	-9
Cc1cccc(C)c1NC(=O)CSC(=O)c1sc2ccccc2c1Cl	-0.6	3	-1	-3	-3	-1	-5	.	0.1	7
CCCCNC(=O)OCCNC(=O)NC	-0.6	-5	-6	3	0	16	.	109	1.0	-13

Not all compounds are listed (hit frequency here may not be typical).
